Screening data: PubChem BioAssay, NCI
All columns: NCI-60 one-dose screen, growth in % after 48 h at 10 µM unless noted; 100 = growth as untreated, 0 = no growth, -100 = all killed.
K-562 – K-562 leukemia; hit rate 7.4% among 78,000
T-47D – T-47D breast cancer. AID 1794792. hit rate 5% among 79,000
MDA-MB-468 – MDA-MB-468 breast cancer | hit rate 8.5% among 78,000
SR – SR leukemia cells | hit rate 8.7% among 73,000 | AID 1794780
MCF7 – MCF7 breast cancer; hit rate 6.3% among 82,000; AID 1794796
BT-549 – BT-549 breast cancer | AID 1794793 | hit rate 4.4% among 78,000
MOLT-4 – MOLT-4 leukemia cells. hit rate 6.9% among 80,000
MDA-MB-231 – MDA-MB-231 breast cancer. hit rate 5% among 81,000. AID 1794789
Numbers without * were called inactive; . = not tested or not shown; & = joins results of further samples. How the source made its calls: active means growth percent below 10; inactive means the rest.

[1] CCOC(=O)/C(=C\c1cccc(Br)c1)C(C)=O
[2] O=Cc1ccc2c(c1)OCCOCCOCCOCCO2
[3] Cc1ccc2nc[nH]c2c1
[4] CC(C)(Cl)C1CC=C(CC(Cl)(Cl)Cl)CC1 (stereo not drawn)
[5] N#Cc1n[nH]n2c1nc(=O)c1sc3ncccc3c12
[6] CN(C)c1oc(C2OC2c2ccccc2)nc1C#N (stereo not drawn)

Screen / compound no. | 1 | 2 | 3 | 4 | 5 | 6
MOLT-4 | 102 | 103 | 107 | 102 | 95 | 98
T-47D | 101 | 98 | 103 | . | 113 | 89
MDA-MB-468 | 89 | 102 | 94 | 112 | 103 | 90
SR | 78 | 101 | 112 | 99 | 101 | .
MCF7 | 87 | 91 | 91 | 110 | 99 | 91
MDA-MB-231 | 97 | 116 | 102 | 108 | 97 | 87
K-562 | 93 | 99 | 120 | 100 | 104 | 106
BT-549 | 111 | 106 | 110 | 111 | 103 | 96

[7] C=CCSC1=NC2C(N(C)C(=O)N2C)N1/N=C/C=C/c1ccccc1OC (stereo not drawn)
[8] O=[N+]([O-])c1ccc(N=Nc2c(NNc3ccc([N+](=O)[O-])cn3)cc(S(=O)(=O)O)c3ccccc23)nc1
[9] O=C(CSc1nnc(Cc2ccccc2Nc2c(Cl)cccc2Cl)n1-c1ccccc1)N1N=C(c2ccc3ccccc3c2)CC1c1ccc(Cl)cc1 (stereo not drawn)
[10] COc1ccc(/C=C2/N=C3N(N=C(N=C(N)N)N3c3ccccc3)C2=O)cc1
[11] CC1OC(C)(c2ccc(Cl)c(O)c2)OC1C (stereo not drawn)
[12] Cc1nc2sc(C(=O)Nc3ccccc3)c(N)c2cc1C(=O)/C=C/c1ccccc1

Screen / compound no. | 7 | 8 | 9 | 10 | 11 | 12
MOLT-4 | 92 | 71 | 98 | 96 | 97 | 15
T-47D | 95 | 91 | 71 | . | 106 | 1.6*
MDA-MB-468 | 85 | . | 114 | 110 | 106 | 2.1*
SR | 88 | 47 | 97 | 102 | 90 | 12
MCF7 | 90 | 86 | 95 | 99 | 100 | 3.7*
MDA-MB-231 | 90 | 57 | 104 | 95 | 108 | -9.1*
K-562 | 89 | 94 | 101 | 100 | 96 | 12
BT-549 | 94 | 82 | 103 | 100 | 103 | -7.1*

[13] COc1ccc2nc3cc(Cl)ccc3c(Nc3ccc(N(C)C)cc3)c2c1
[14] COc1ccc2cc(Br)ccc2c1
[15] COc1ccc(C(=O)OCOC(=O)c2ccc(OC)cc2)cc1
[16] COc1cc2nc(SCc3nnc(NC(=O)c4ccc(Br)cc4)s3)n(-c3ccc(Cl)cc3)c(=O)c2cc1OC
[17] Fc1c(F)c(F)c(-c2nnc(CN3C=NC4C(N5CCOCC5)=NC=NC43)o2)c(F)c1F (stereo not drawn)
[18] O=C(Nc1cccnc1Nc1ccc(F)cc1)c1cn(Cc2ccc(F)cc2)nn1

Screen / compound no. | 13 | 14 | 15 | 16 | 17 | 18
MOLT-4 | 0.5* | 79 | 112 | 97 | 109 | 93
T-47D | 86 | 101 | 105 | 85 | 91 | 92
MDA-MB-468 | 74 | 116 | 100 | 102 | 47 | 96
SR | 1.6* | 74 | 145 | 59 | 107 | 97
MCF7 | 83 | 101 | 103 | 71 | 42 | 96
MDA-MB-231 | 90 | 111 | 107 | 85 | 89 | 84
K-562 | 80 | 95 | 108 | 99 | 108 | 108
BT-549 | 72 | 104 | . | 97 | 117 | 85

[19] Cn1c(=O)c2cc(C(=O)NCCCN3CCCCCC3)sc2c2ccccc21
[20] Cc1ccc2nc(COc3ccc(NC(=S)Nc4ccccc4)cc3)[nH]c2c1
[21] CSC(=S)N/N=C/c1coc2ccccc2c1=O
[22] CCOC=Nc1nc2c(N=Nc3ccc(OC)cc3)c(N)nn2c(-c2ccc(OC)c(OC)c2)c1C#N
[23] Fc1cccc(/C=C/c2nn3c(-c4cccnc4)nnc3s2)c1
[24] COc1cc(C(=O)NNC(=O)c2cccc(OCC(=O)O)c2)cc(OC)c1OC

Screen / compound no. | 19 | 20 | 21 | 22 | 23 | 24
MOLT-4 | 39 | 107 | 100 | 61 | 105 | 95
T-47D | 87 | 104 | 98 | 55 | 88 | 66
MDA-MB-468 | 70 | 106 | 90 | 111 | 97 | 103
SR | 65 | 103 | 80 | 70 | 80 | 84
MCF7 | 77 | 95 | 99 | 92 | 87 | 94
MDA-MB-231 | 82 | 111 | 96 | 77 | 105 | 102
K-562 | 82 | 104 | 90 | 88 | . | 106
BT-549 | 84 | 107 | 92 | 83 | 95 | 105

[25] COc1ccc2c(c1)O/C(=C/c1ccc(OCC(=O)Nc3ccncc3)c(OC)c1)C2=O
[26] Fc1ccc(CNc2nc(-c3cccnc3)nc3c2sc(=S)n3-c2ccc(F)cc2)cc1
[27] Clc1ccc(C2(c3ccccc3)Nc3ccccc3S2)cc1 (stereo not drawn)
[28] COc1ccc([C@H]2[C@H](O)C(=O)N2c2cc(OC)c(OC)c(OC)c2)cc1Cl
[29] CN(C)CC(=O)NNc1ncnc2ccccc12
[30] Fc1cccc(-c2nnc3c4[nH]ccc4ncn23)c1

Screen / compound no. | 25 | 26 | 27 | 28 | 29 | 30
MOLT-4 | 94 | 69 | 89 | . | 107 | 81
T-47D | 97 | 87 | 93 | 70 | 100 | 91
MDA-MB-468 | 98 | 101 | 116 | 11 | 113 | 104
SR | 80 | 76 | 92 | . | 109 | 76
MCF7 | 86 | 93 | 101 | 9.6* | 94 | 65
MDA-MB-231 | 88 | 86 | 87 | 27 | 101 | 89
K-562 | 100 | 82 | 90 | . | 102 | 103
BT-549 | 99 | 92 | 121 | 1.8* | 119 | 90

12 entries from above, with values under each structure:
Values run as follows: MOLT-4, T-47D, MDA-MB-468, SR, MCF7, MDA-MB-231, K-562, BT-549
(19) Cn1c(=O)c2cc(C(=O)NCCCN3CCCCCC3)sc2c2ccccc21
 : 39, 87, 70, 65, 77, 82, 82, 84
(20) Cc1ccc2nc(COc3ccc(NC(=S)Nc4ccccc4)cc3)[nH]c2c1
 : 107, 104, 106, 103, 95, 111, 104, 107
(21) CSC(=S)N/N=C/c1coc2ccccc2c1=O
 : 100, 98, 90, 80, 99, 96, 90, 92
(22) CCOC=Nc1nc2c(N=Nc3ccc(OC)cc3)c(N)nn2c(-c2ccc(OC)c(OC)c2)c1C#N
 : 61, 55, 111, 70, 92, 77, 88, 83
(23) Fc1cccc(/C=C/c2nn3c(-c4cccnc4)nnc3s2)c1
 : 105, 88, 97, 80, 87, 105, ., 95
(24) COc1cc(C(=O)NNC(=O)c2cccc(OCC(=O)O)c2)cc(OC)c1OC
 : 95, 66, 103, 84, 94, 102, 106, 105
(25) COc1ccc2c(c1)O/C(=C/c1ccc(OCC(=O)Nc3ccncc3)c(OC)c1)C2=O
 : 94, 97, 98, 80, 86, 88, 100, 99
(26) Fc1ccc(CNc2nc(-c3cccnc3)nc3c2sc(=S)n3-c2ccc(F)cc2)cc1
 : 69, 87, 101, 76, 93, 86, 82, 92
(27) Clc1ccc(C2(c3ccccc3)Nc3ccccc3S2)cc1 (stereo not drawn)
 : 89, 93, 116, 92, 101, 87, 90, 121
(28) COc1ccc([C@H]2[C@H](O)C(=O)N2c2cc(OC)c(OC)c(OC)c2)cc1Cl
 : ., 70, 11, ., 9.6*, 27, ., 1.8*
(29) CN(C)CC(=O)NNc1ncnc2ccccc12
 : 107, 100, 113, 109, 94, 101, 102, 119
(30) Fc1cccc(-c2nnc3c4[nH]ccc4ncn23)c1
 : 81, 91, 104, 76, 65, 89, 103, 90

The listing continues:
[31] Cc1c(C(=O)OC(CO)CO)cc(-c2ccc(Cl)cc2)n1-c1ccccc1
[32] CC(=O)Nc1ccc2c(c1)[nH]c(=O)c1ccccc12
[33] N#Cc1c(-c2ccccc2F)cc(-c2ccncc2)[nH]c1=O
[34] COc1cc(NCCCN(CC(C)C)C2CCCC2)c2ncccc2c1
[35] CC(C)=CCC/C(C)=C/COc1c2c(cc3occc13)OC1(C=C2)OC(CC/C(C)=C/COc2c3ccoc3cc3oc(=O)ccc23)C(C)(C)O1 (stereo not drawn)
[36] C/C=C\CCC(=O)c1ccccc1

Screen / compound no. | 31 | 32 | 33 | 34 | 35 | 36
MOLT-4 | 75 | 77 | . | 71 | 65 | 94
T-47D | 85 | 80 | 94 | 30 | 64 | 98
MDA-MB-468 | 86 | . | 101 | 16 | . | 103
SR | 46 | . | . | 17 | 100 | 97
MCF7 | 76 | 88 | 92 | 0.5* | 79 | 104
MDA-MB-231 | 106 | 100 | 111 | 75 | 68 | 102
K-562 | 43 | 75 | . | 39 | 55 | 98
BT-549 | 101 | 81 | 101 | 76 | 109 | 106

[37] CC(=O)N(N=O)c1ccc([N+](=O)[O-])cc1Cl
[38] Nc1nc(=S)c2ncn(C3OC(CO)CC3O)c2[nH]1 (stereo not drawn)
[39] CCCN1C2CCC1/C(=C\c1ccccc1)C1=C2[C@@H](c2ccccc2)C(C#N)=C(N)O1 (stereo partly drawn)
[40] Cc1nc(-c2cc3ccccc3oc2=O)ccc1C(=O)/C=C/c1ccc(F)cc1
[41] CCOC(=O)C(CO)(NC(C)=O)C(=O)OCC
[42] O=C(O)CCC(NS(=O)(=O)c1ccc([N+](=O)[O-])cc1)C(=O)O (stereo not drawn)

Screen / compound no. | 37 | 38 | 39 | 40 | 41 | 42
MOLT-4 | 58 | 95 | 84 | 101 | 90 | 102
T-47D | 29 | 80 | 84 | 79 | 98 | 101
MDA-MB-468 | 30 | 90 | 103 | 91 | 105 | .
SR | 63 | 74 | . | 92 | 91 | 109
MCF7 | 52 | 88 | 83 | 53 | 91 | 103
MDA-MB-231 | 59 | 104 | 89 | 85 | 123 | 135
K-562 | 49 | . | . | 94 | 98 | 102
BT-549 | 72 | 97 | 101 | 109 | . | 114

[43] N/C(=N/N=C/c1ccccc1)N/N=C\c1ccccc1
[44] CC(C(=O)c1ccccc1)[N+](C)(C)Cc1ccccc1 (stereo not drawn)
[45] CCCS(=O)(=O)Oc1ccc2c3c(c(=O)oc2c1)CCCCCC3
[46] O=C(CN1C(=O)CCC1=O)Nc1ncc(Cc2cccc(C(F)(F)F)c2)s1
[47] CCSSCC
[48] NC1=NC2(CCCCC2)N(c2ccc(S(=O)(=O)Nc3nccs3)cc2)C(N)=N1

Screen / compound no. | 43 | 44 | 45 | 46 | 47 | 48
MOLT-4 | 30 | 96 | 10 | 101 | 122 | 102
T-47D | 38 | 100 | 66 | 86 | 87 | 103
MDA-MB-468 | -16* | 108 | 68 | 97 | 118 | 97
SR | . | 98 | 20 | 99 | 115 | 94
MCF7 | 32 | 93 | 96 | 92 | 92 | 95
MDA-MB-231 | 76 | 97 | 93 | 91 | 107 | 98
K-562 | 22 | 107 | 12 | 101 | 93 | 95
BT-549 | . | 101 | 86 | 94 | 101 | 102

[49] COC(=O)C1(CC(=O)C2CC2)NC(=S)NC(=O)C1C#N (stereo not drawn)
[50] COc1ccc(-n2c(SCc3cn(-c4ccccc4)nn3)nc3ccccc3c2=O)cc1
[51] Cc1cc(NCc2cc(Nc3ccnc4cc(Cl)ccc34)ccc2F)nc(N2CCN(C)CC2)n1
[52] Cc1cc(C)nc(NS(=O)(=O)c2ccc(Nc3nc4nc(SCc5ccccc5)nc(-c5ccc(O)cc5)c4c(=O)[nH]3)cc2)n1
[53] CCOC(=O)C[C@@H]1C(=O)N2CC[C@@]3(C(=O)Nc4ccc(Br)cc43)[C@@H]2C[C@@H]1C(=O)OCC
[54] COc1ccc(/C(=C\c2ccccc2)C(=O)O)cc1

Screen / compound no. | 49 | 50 | 51 | 52 | 53 | 54
MOLT-4 | 103 | 87 | . | 74 | 104 | 115&102
T-47D | 105 | 75 | -42* | 79 | 100 | 97&107
MDA-MB-468 | 107 | 96 | -46* | . | 102 | 107&105
SR | 101 | . | -14* | 86 | 105 | 102&105
MCF7 | 93 | 92 | 1.1* | 104 | 93 | 106&98
MDA-MB-231 | 114 | 78 | -44* | 94 | 97 | 113&113
K-562 | 91 | 96 | -37* | 84 | 96 | 113&111
BT-549 | 112 | 100 | 28 | 107 | 107 | 105&112

[55] Cc1ccc(N=Nc2sc(=O)[nH]c2S)cc1
[56] COC(=O)/C=C1\CC[C@H]2[C@@H]3C[C@@H](F)[C@@]4(O)CC(=O)CC[C@]4(C)[C@H]3C(=O)C[C@]12C
[57] CCCCNc1ccc([N+](=O)[O-])cc1[N+](=O)[O-]
[58] COc1cccc(C)c1OC
[59] N#CC(Cc1ccc2ccccc2c1)c1cc2ccccc2[nH]1 (stereo not drawn)
[60] CSc1nc(N)cc(C(N)=O)n1

Screen / compound no. | 55 | 56 | 57 | 58 | 59 | 60
MOLT-4 | 109 | 94 | 70 | 107 | 93 | 100
T-47D | 93 | 109 | 102 | 107 | 72 | 106
MDA-MB-468 | 102 | 102 | 97 | 93 | 100 | 93
SR | 107 | 98 | 52 | . | 99 | 97
MCF7 | 85 | 102 | 108 | 98 | 82 | 94
MDA-MB-231 | 89 | 103 | 106 | 106 | 70 | 99
K-562 | 100 | 96 | 113 | 119 | 81 | 105
BT-549 | 93 | 100 | 84 | 113 | 82 | 84

[61] COc1ccc(/C=C/C(=O)c2cccc(OCC(=O)O)c2)cc1OC
[62] Cc1ccc2sc3c(c2c1)Oc1nc[nH]c(=O)c1C3c1ccc(Cl)cc1 (stereo not drawn)
[63] COc1ccc(CCNC(=O)Cc2ccc(OC)c(OC)c2)cc1OC
[64] O=[N+]([O-])c1ccc(O)c(-c2nc3ccccc3s2)c1
[65] O=S(=O)(c1ccccc1)n1cc2c(c1)-c1nc(Nc3ncccn3)sc1CC2

Screen / compound no. | 61 | 62 | 63 | 64 | 65
MOLT-4 | 105 | 78 | 88&86 | 65 | 84
T-47D | 92 | 62 | 95&104 | 50 | 53
MDA-MB-468 | 92 | 80 | 121&103 | 64 | 46
SR | 97 | 72 | 95&84 | 85 | 75
MCF7 | 94 | 56 | 89&101 | 81 | 49
MDA-MB-231 | 108 | 89 | 109&113 | 75 | 53
K-562 | 96 | 67 | 92&83 | 53 | 74
BT-549 | 118 | 94 | . | 61 | 64
